RORa activator = activates the human nuclear receptor RORA. CHO-K1 Gal4-RORA LBD luciferase reporter, luminescence; percent increase over mock-subtracted basal signal. activation, % at 10 µM. hit rate 1.5% among 65,000. AID 560;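 active means activation above the mean of all tested compounds plus 3 SD, cut at about 49% in these data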;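 further: 0% = DMSO-treated RORA cells and 100% = added signal equal to DMSO minus mock-transfected cells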
Target sequence (P35398 whole entry, looked up, the tested form may be a part): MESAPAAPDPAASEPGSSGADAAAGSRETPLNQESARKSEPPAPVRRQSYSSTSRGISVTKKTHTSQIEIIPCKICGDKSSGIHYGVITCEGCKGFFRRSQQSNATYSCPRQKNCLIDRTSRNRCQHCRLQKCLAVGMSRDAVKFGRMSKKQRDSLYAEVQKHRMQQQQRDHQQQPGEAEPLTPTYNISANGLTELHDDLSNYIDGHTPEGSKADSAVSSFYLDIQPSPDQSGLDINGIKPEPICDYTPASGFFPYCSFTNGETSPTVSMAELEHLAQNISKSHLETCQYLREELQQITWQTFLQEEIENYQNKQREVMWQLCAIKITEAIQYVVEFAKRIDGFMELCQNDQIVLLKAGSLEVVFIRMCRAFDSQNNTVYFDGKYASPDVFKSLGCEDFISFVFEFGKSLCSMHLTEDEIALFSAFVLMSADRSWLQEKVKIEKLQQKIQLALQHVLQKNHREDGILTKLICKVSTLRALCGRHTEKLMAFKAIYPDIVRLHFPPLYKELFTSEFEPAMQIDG
5HT1a antag = 5-HT1a (human) receptor antagonism; hit rate 0.68% among 62,000; CHO 5-HT1a Ga15 NFAT-bla reporter, antagonist mode; inhibition, % at 10 µM;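 active means inhibition above the mean of all tested compounds plus 3 SD, cut at about 43% in these data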;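 further: receptor stimulated by 5-CT agonist at 100 nM near EC80; beta-lactamase reporter measured by ratiometric fluorescence of a cleavable substrate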
A340 absorber = compounds absorbing at 340 nm. compound absorbance at 340 nm, fold over control. fold change at 10 µM. 65,000 tested, under 10 active. AID 708;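 active means at 10 µM dose, initial 340 nm absorbance at least 2 fold that of control wells; inactive means change under 2 fold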;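 further: initial absorbance extrapolated from kinetic A340 decline of NADH oxidation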
5HT1a ag = activates the human 5-HT1a serotonin receptor. P08908. CHO 5-HT1a Ga15 NFAT-bla reporter, FRET ratio; 0% basal, 100% maximal reference agonist. activation, % at 10 µM. hit rate 0.56% among 65,000. AID 567;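 active means activation above the screen-wide mean activation plus 3 SD, cut at about 19% in these data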;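 further: 0% = DMSO wells and 100% = 5-CT at EC100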
SF1 activator = activates the human nuclear receptor SF-1 | CHO-K1 Gal4-SF-1 LBD luciferase reporter; % increase over DMSO SF-1-specific signal | activation, % at 10 µM | hit rate 1.9% among 65,000;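 active means activation above the mean activation of all tested compounds plus 3 SD, cut at about 50% in these data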
Target sequence (Q13285 whole entry, looked up, the tested form may be a part): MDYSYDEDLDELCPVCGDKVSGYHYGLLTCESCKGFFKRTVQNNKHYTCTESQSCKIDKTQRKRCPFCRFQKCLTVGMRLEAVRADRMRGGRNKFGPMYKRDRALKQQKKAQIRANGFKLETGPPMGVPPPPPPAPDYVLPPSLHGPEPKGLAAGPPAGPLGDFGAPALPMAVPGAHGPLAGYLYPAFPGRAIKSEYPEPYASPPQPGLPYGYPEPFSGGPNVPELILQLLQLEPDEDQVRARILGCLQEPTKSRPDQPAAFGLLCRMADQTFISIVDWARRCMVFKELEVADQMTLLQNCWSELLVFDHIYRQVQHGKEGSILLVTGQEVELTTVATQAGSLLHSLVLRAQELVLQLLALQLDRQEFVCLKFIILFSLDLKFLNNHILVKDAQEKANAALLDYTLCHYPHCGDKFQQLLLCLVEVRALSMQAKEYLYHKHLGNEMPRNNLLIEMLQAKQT
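Test system: CHO-K1 cells with Gal4–hSF-1 LBD chimera plus Gal4-driven luciferase; Input: 4,000 cells/well; Compound: 10 µM only; Times: 20 h compound treatment, 37 °C; Measured by: steady-glow luciferase luminescence, read after 15 min reagent incubation; Measure: percent activation versus DMSO; Control set: DMSO and mock-transfected background; Replicates: one test per compound.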
Autofluor 339 = intrinsic fluorescence of library compounds, ex339/em460 – biochemical, MLSMR library, data from DPM-DC assay, artefact control, profiling panel; compound autofluorescence, ex339/em460 nm, NADH buffer; active compounds read high; 1 = no-compound wells, NADH background; AID 709; fluorescence fold increase at 10 µM; hit rate 5.5% among 65,000;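 active means at 10 µM, mean starting fluorescence two-fold or more over control wells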;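 further: signal is the first read of a kinetic run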
NADH coupling = blocks coupling enzymes of NAD/NADH assays; coupled PK/LDH NADH assays, four targets; IC50, µM (titrated, usually from 10 µM), inactives show at the top dose inhibition; hit rate 0.02% among 65,000;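 active means single-dose screening hits from any of four coupled enzyme assays that gave an IC50 when retested across doses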;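 further: the DPM-DC format reads NADH fluorescence rather than 340 nm absorbance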
MMP-13 inhibitor = MMP13 (human) collagenase inhibition. inhibition, % at 4 µM. MMP-13 fTHP FRET cleavage, Mca fluorescence. AID 570. P45452. hit rate 0.07% among 65,000;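 active means inhibition above the mean of compound-free control plate wells plus 3 SD, cut at about 14% in these data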;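 further: 0% = DMSO wells and 100% = wells with reference MMP-13 inhibitor after basal subtraction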
TNAP act mid DEA = activates human TNAP at intermediate phosphate acceptor concentration; purified TNAP, CDP-star luminescence, 100 mM DEA, 30 min; active compounds read high; scale: 0 levamisole-inhibited, 1 vehicle-only enzyme; P05186; 64,000 tested, under 10 active; activation factor at 20 µM;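 active means activation factor of at least 2 at 20 µM, relative to controls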
* = called active by the depositor; . = no result given; [ ] = remark or other dose.

No.	SMILES	RORa activator	5HT1a antag	A340 absorber	5HT1a ag	SF1 activator
1	O=C(NCCCN1CCCC1=O)c1ccc2c(c1)NC(=O)C(N1CCOCC1)S2 (configuration not stated)	3	-10	0.98	-2.3	-7
2	Cc1c(Cl)ccc2c1NC(=O)[C@]21N[C@@H](CCC(N)=O)[C@H]2C(=O)N(c3ccc(F)cc3)C(=O)[C@H]21	-2	8	1	-0.6	-7
3	COc1cc(C(=O)Nc2ccc3c(c2)OCCO3)ccc1-n1cnnn1	-4	1	0.97	-6.1	-4
4	CCN(CC)CCCNC(=O)c1cc2c(-c3ccc(Cl)cc3)nn(C)c2s1	24	-5	1.1	-1.2	30
5	CCOCC(=O)Nc1sc2c(c1C(=O)OCC)CCCC2	-5	-13	1	0.5	6
6	Cc1noc(C)c1S(=O)(=O)N1CCC(C(=O)N2CCN(C(=O)c3ccco3)CC2)CC1	-3	0	1	1.2	-6
7	CCOc1c(Br)cc(C2NS(=O)(=O)N=C3CCCCCN32)cc1OC (configuration not stated)	-12	-12	1	-2.7	6
8	COc1ccc(Br)cc1CNC(=O)CCc1nc(-c2ccccc2F)no1	11	14	0.99	-3.5	-4
9	O=C(CN1CCCN(S(=O)(=O)c2ccc(Br)cc2)CC1)Nc1ccc2c(c1)OCO2	-8	29	0.96	-1.1	0
10	CN(C)c1ccc(NC(=O)CN2C(=O)CC(c3ccccc3)=Nc3ccccc32)cc1	-47	15	1	-0.8	-37
11	Cc1ccc(C(C)C)c(OCC(O)CN2CCOCC2)c1 (configuration not stated)	-7	-4	1	-3.0	11
12	Cc1cc(C)nc(SCc2csc(N)n2)n1	-6	-2	1.1	-0.8	-12

No.	Autofluor 339	NADH coupling	MMP-13 inhibitor	TNAP act mid DEA
1	1	4%	-3	0.8
2	1.2	2%	-4	1
3	1.1	2%	5	0.9
4	2.1*	2%[fluoresces]	-137[fluorescence artefact?]	1
5	1.1	1%	0	0.9
6	1.1	5%	-2	1
7	1.1	5%	-1	0.9
8	1.1	4%	-6	1
9	1	4%	-10	0.8
10	1	2%	1	0.9
11	1	5%	-1	0.9
12	1.1	3%	-1	0.9

Later entries.
No.	SMILES	RORa activator	5HT1a antag	A340 absorber	5HT1a ag	SF1 activator
13	CCN(CC)CCOc1cccc(C(C)C)c1	-8	6	1	-1.0	2
14	CCCCNc1nc2ccccc2n1CC(=O)N1CCc2ccccc2C1	-20	32	0.98	-0.2	-7
15	CCOc1cc2c3c(c1)C1(C(=O)N3C(C)(C)C=C2C)C(C#N)=C(N)Oc2cc(O)ccc21 (configuration not stated)	-4	22	1	-0.8	8
16	O=C(c1cn(-c2ccccc2)nc1-c1ccc(F)cc1)N1CCOCC1	11	17	1	-0.4	-23
17	Nn1c(SC/C=C/c2ccccc2)nnc1-c1ccncc1	-6	-19	1	-0.1	-9
18	COC(=O)c1[nH]c2ccccc2c1NC(=O)CN1CCN(C(=O)c2ccco2)CC1	5	9	1	-3.0	-1
19	Nn1c(-c2ccco2)n[nH]c1=S	-10	5	1	-2.4	-2
20	CCCSc1nnc2nc(C)cc(C)n12	4	9	1.1	-0.5	10
21	COc1ccc(/C(O)=C2/C(=O)C(=O)N(CCN(C)C)C2c2ccc(F)cc2)cc1Cl (configuration not stated)	-1	8	1.1	0.0	1
22	CCc1nnc(NC(=O)CSc2nc3cccnc3n2C2CCCCC2)s1	-10	4	1	3.7	-2
23	COC(=O)c1cn(C(=O)c2ccccc2F)nc1N	-17	-12	1	-2.0	7
24	O=C(CCc1nc2ccccc2[nH]1)N1CCN(C(=O)c2ccco2)CC1	8	6	1	1.6	-4

No.	Autofluor 339	NADH coupling	MMP-13 inhibitor	TNAP act mid DEA
13	1.1	5%	3	0.9
14	1.1	4%	-2	1
15	1.1	4%	-3	0.9
16	1.1	1%	-5	0.9
17	1.2	0%	1	0.9
18	1.5	4%	-1	1
19	1.1	9%	-5	1
20	1.1	1%	-8	1
21	1.1	6%	4	1
22	1.1	7%	5	0.9
23	1	3%	7	1
24	1	6%	1	0.9

The listing continues:
No.	SMILES	RORa activator	5HT1a antag	A340 absorber	5HT1a ag	SF1 activator
25	O=C(CSc1ncn(-c2ccccc2)n1)c1cccs1	49*	-8	1	-3.5	41
26	COc1cccc(C2C3CN(C)CC=C3C(C#N)=C(N)C2(C#N)C#N)c1OC (configuration not stated)	-12	6	1.1	9.5	-2
27	COc1ccc(S(=O)(=O)Cc2ccc(C(=O)N3CCc4ccccc4C3)o2)cc1	0	9	1	-4.2	-24
28	CC#CCCC(=O)N1C=Cc2ccccc2C1C#N (configuration not stated)	0	6	0.99	-1.1	-7
29	Cc1cc(S(=O)(=O)NC2CCCCC2)c(C)s1	3	5	0.98	-1.4	-10
30	CCOc1ccc(OCC)c(NC(=O)CSc2nc3ccccc3c(=O)n2C)c1	-3	15	1	-0.7	-22
31	Cc1cc(C)c(S(=O)(=O)Nc2cccc3nsnc23)c(C)c1	14	8	1	-2.3	-5
32	CNC(=O)N(O)C1N(C)C(=O)N(Cc2ccccc2)C1(C)C (configuration not stated)	-28	-4	1	-0.1	0
33	CC1CC(C)CN(CCC(=O)Nc2cccc(Cl)c2)C1 (configuration not stated)	.	.	1.1	.	.
34	NC(=O)CC(O)c1cccc(Cl)c1 (configuration not stated)	12	0	1	-2.7	-7
35	COc1ccccc1-c1nc(NC(C)=O)n[nH]1	-8	4	1.1	1.5	8
36	Nc1cc(Br)c(N)c(Br)c1	-20	6	1.1	-1.7	22

No.	Autofluor 339	NADH coupling	MMP-13 inhibitor	TNAP act mid DEA
25	1.1	4%	2	0.8
26	1.6	9%	-18	1
27	1.1	3%	4	0.9
28	1.1	2%	4	0.9
29	1.1	7%	-73	1
30	1.1	2%	7	0.9
31	1.2	5%	6	1
32	1.1	3%	0	0.9
33	1.1	2%	.	0.9
34	1	3%	4	0.9
35	1.1	1%	-4	0.1
36	1.1	1%	4	0.9

Further entries
No.	SMILES	RORa activator	5HT1a antag	A340 absorber	5HT1a ag	SF1 activator
37	CCCN(CCC)CCNC(=O)C(NS(=O)(=O)c1ccc2c(c1)CCC(=O)N2)c1ccccc1 (configuration not stated)	0	12	1	-1.6	-11
38	O=C(Nc1ccc2c(c1)OCCO2)C1CCCN(c2ncccn2)C1 (configuration not stated)	22	10	1	-0.6	41
39	O=C1NCC(O)=C1C=NC12CC3CC(CC(C3)C1)C2	14	1	0.97	-4.4	6
40	CCOCCCn1c(=S)[nH]c2cc(C(=O)N3CCN(C)CC3)ccc2c1=O	-12	12	1	-0.2	-3
41	Cc1ccc2[nH]c3c(c2c1)CN(C(=O)CN1CCSCC1)CC3	-6	-5	1	-1.8	-2
42	CC1CCCN(CCCNC(=O)C2CC(=O)N(c3ccc(F)c(Cl)c3)C2)C1 (configuration not stated)	-23	-12	0.99	0.6	-4
43	O=C(CS(=O)(=O)Cc1ccccc1)NCc1ccc2c(c1)OCO2	-6	6	1	-1.0	-1
44	Cn1c(=O)n(C)c2cc(C(N)=O)ccc21	-15	-6	1.1	1.2	11
45	CCOP(=O)(c1ccc(N(C)C)cc1)C(O)c1c(Cl)cccc1Cl (configuration not stated)	-15	0	0.98	-2.0	7
46	CCNc1nc(NCC)nc(OCCOC(=O)c2ccccc2)n1	-11	3	1	1.1	-5
47	Cc1nc2c3c(-c4ccccc4)nc(N4CCOCC4)nc3nn2c(C)c1CCC(=O)O	-25	-5	1.1	-3.7	9
48	Cc1ccc(Cn2ccc(NC(=O)CCSc3nc(-c4ccco4)cc(C(F)(F)F)n3)n2)cc1	20	10	1.1	2.1	-16

No.	Autofluor 339	NADH coupling	MMP-13 inhibitor	TNAP act mid DEA
37	1	3%	7	0.9
38	1.1	4%	4	0.9
39	1.1	7%	5	0.9
40	1.1	4%	7	1
41	1.2	3%	1	0.9
42	1.1	6%	-3	0.9
43	1.1	8%	-2	1
44	1.1	3%	-5	1
45	1	2%	-4	1
46	1	7%	-2	0.9
47	3.7*	13%	-17	1
48	1.1	8%	6	1

Additional records.
No.	SMILES	RORa activator	5HT1a antag	A340 absorber	5HT1a ag	SF1 activator
49	O=C(Cn1cc2c(n1)CCCC2)N1CCCc2ccccc21	17	5	1	-1.9	-18
50	O=C(NC1CCCC1)c1ccc(CS(=O)(=O)c2ccc(Br)cc2)o1	2	10	1	-0.5	-17
51	COc1ccc(OC)c(S(=O)(=O)N2CCCc3ccccc32)c1	26	8	1	-3.0	13
52	O=C(CSc1nncs1)N1c2ccccc2Sc2ccccc21	3	12	1	-5.9	1
53	Nc1nc(F)nc2c1ncn2[C@@H]1O[C@H](CO)[C@@H](O)[C@@H]1O	-13	.	0.97	-0.8	-2

No.	Autofluor 339	NADH coupling	MMP-13 inhibitor	TNAP act mid DEA
49	1	8%	5	1
50	1.1	3%	3	0.6
51	1.1	0%	-2	0.9
52	1.1	1%	5	1
53	1.1	2%	6	0.8

Of the compounds above, 8 contain an aryl thioether with sulfur outside any ring:
No.	SMILES	RORa activator	5HT1a antag	A340 absorber	5HT1a ag	SF1 activator
12	Cc1cc(C)nc(SCc2csc(N)n2)n1	-6	-2	1.1	-0.8	-12
17	Nn1c(SC/C=C/c2ccccc2)nnc1-c1ccncc1	-6	-19	1	-0.1	-9
20	CCCSc1nnc2nc(C)cc(C)n12	4	9	1.1	-0.5	10
22	CCc1nnc(NC(=O)CSc2nc3cccnc3n2C2CCCCC2)s1	-10	4	1	3.7	-2
25	O=C(CSc1ncn(-c2ccccc2)n1)c1cccs1	49*	-8	1	-3.5	41
30	CCOc1ccc(OCC)c(NC(=O)CSc2nc3ccccc3c(=O)n2C)c1	-3	15	1	-0.7	-22
48	Cc1ccc(Cn2ccc(NC(=O)CCSc3nc(-c4ccco4)cc(C(F)(F)F)n3)n2)cc1	20	10	1.1	2.1	-16
52	O=C(CSc1nncs1)N1c2ccccc2Sc2ccccc21	3	12	1	-5.9	1

No.	Autofluor 339	NADH coupling	MMP-13 inhibitor	TNAP act mid DEA
12	1.1	3%	-1	0.9
17	1.2	0%	1	0.9
20	1.1	1%	-8	1
22	1.1	7%	5	0.9
25	1.1	4%	2	0.8
30	1.1	2%	7	0.9
48	1.1	8%	6	1
52	1.1	1%	5	1

Rows are unselected; about 8.9% have a hit in one of these screens.
